GPR151 ag: activators of human GPR151, primary screen, cell-based, PathHunter beta-arrestin, luminescence; G-protein coupled receptor 151 (Homo sapiens), Q8TDV0; PathHunter beta-arrestin GPR151 cells; activation, % at 11.2 µM; 650,000 tested, 1% active; in the data active = activation above about 4.9%;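 also: 0% = median of compound wells and 100% = cells with positive control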
Target sequence (Q8TDV0 whole entry, looked up): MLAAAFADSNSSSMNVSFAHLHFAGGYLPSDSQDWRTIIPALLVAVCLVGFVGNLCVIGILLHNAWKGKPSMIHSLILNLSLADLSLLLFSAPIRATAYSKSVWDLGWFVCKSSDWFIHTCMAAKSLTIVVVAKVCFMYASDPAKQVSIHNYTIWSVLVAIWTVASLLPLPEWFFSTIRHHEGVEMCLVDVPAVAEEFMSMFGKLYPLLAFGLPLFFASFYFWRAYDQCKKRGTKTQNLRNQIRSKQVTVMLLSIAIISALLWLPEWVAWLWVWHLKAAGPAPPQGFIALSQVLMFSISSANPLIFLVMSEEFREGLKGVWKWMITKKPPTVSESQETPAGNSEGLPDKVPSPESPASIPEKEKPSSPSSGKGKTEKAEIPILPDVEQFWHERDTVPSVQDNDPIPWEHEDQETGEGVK
MITF primary: MITF inhibitors, primary screen, biochemical, AlphaScreen, human | Microphthalmia-associated transcription factor (Homo sapiens), O75030 | AlphaScreen MITF homodimerization, bead proximity signal | inhibition, % at 2.6 µM | 650,000 tested, 0.91% active; in the data active = inhibition above about 50%;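 also: 0% = vehicle wells with protein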
Target sequence (O75030 whole entry, looked up): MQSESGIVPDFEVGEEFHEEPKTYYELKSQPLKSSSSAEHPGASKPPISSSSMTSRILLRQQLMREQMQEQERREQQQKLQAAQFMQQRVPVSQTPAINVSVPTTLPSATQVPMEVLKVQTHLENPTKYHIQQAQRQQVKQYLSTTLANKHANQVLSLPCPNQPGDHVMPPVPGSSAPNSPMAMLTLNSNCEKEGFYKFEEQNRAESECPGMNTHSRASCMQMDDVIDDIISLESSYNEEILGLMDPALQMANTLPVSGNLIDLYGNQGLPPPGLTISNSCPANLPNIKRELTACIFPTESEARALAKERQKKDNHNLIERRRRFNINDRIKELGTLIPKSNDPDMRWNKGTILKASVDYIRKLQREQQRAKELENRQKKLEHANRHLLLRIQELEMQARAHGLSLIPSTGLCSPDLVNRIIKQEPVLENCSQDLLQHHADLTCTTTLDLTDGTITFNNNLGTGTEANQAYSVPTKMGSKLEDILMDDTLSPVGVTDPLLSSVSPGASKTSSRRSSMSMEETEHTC
TEAD-YAP block: TEAD-YAP interaction inhibition, primary screen, TEAD-YAP interaction inhibitor project, luminescence, HEK-TIYL cells. TEAD-Gal4/YAP UAS-luciferase luminescence. inhibition, % at 9.12 µM. 640,000 tested, 1.4% active. AID 1259422, 2018; in the data active = inhibition above about 32%;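 also: 0% = median of test compound wells and 100% = reference inhibitor wells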
FBW7 act: FBW7 E3 ligase activators, primary screen, biochemical, AlphaScreen, human; 650,000 tested, 0.13% active; AlphaScreen FBW7–phospho-cyclin E peptide binding, activator screen; AID 1259310, 2017; normalized activity (activation), % at 26.1 µM; in the data active = normalized activity above about 1.9%;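 also: purified mutant Fbw7 with reduced substrate affinity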
The depositor's hits bear a star.

smiles	FBW7 act	MITF primary	TEAD-YAP block	GPR151 ag
CNC(=S)N/N=C(\C)c1ccc(N2CCCCCC2)cc1	-0.1	5.8	-17.4	-0.7
CC(OC(=O)c1ccc(NCCO)c([N+](=O)[O-])c1)C(=O)N1CCCc2ccccc21 (configuration not stated)	0.2	10.8	-5.7	-1.1
CC(C)CC(NC1=C(Cl)C(=O)c2ccccc2C1=O)C(=O)O (configuration not stated)	-0.1	0.9	-18.2	0.0
Nc1ccccc1Sc1c[nH]c2ccccc12	0.6	9.5	-11.8	-0.8
O=C(c1ccc(CS(=O)c2ccc(Cl)cc2)o1)N1CCOCC1 (configuration not stated)	0.2	7.1	-16.4	-0.2
CCc1ccc(-n2c(C)nc3cc(C(=O)NCC4CCCO4)ccc32)cc1 (configuration not stated)	-0.1	5.0	8.4	-0.8
O=C(CC1Oc2ccc(Cl)cc2NC1=O)NC1CCCCCC1 (configuration not stated)	-0.1	-7.3	-0.4	-1.7
O=C(CSc1nnns1)NC1CCCC1	-0.1	15.1	12.1	0.4
CCc1ccc(CN2CCc3nnc(CCNC(=O)c4cccnc4)n3CC2)o1	-0.1	-12.7	-6.1	0.8
CCOc1ccc2nc(NC(=O)c3ccc(C)cc3)sc2c1	0.4	2.5	-49.5	1.0
COC(=O)[C@@H]1CCCN1C(=O)c1ccc(-c2ccccc2)nc1N1CCOCC1	0.0	6.7	-14.2	0.4
O=C(N/N=C/c1ccc([N+](=O)[O-])o1)c1ccc(Cl)cc1Cl	0.1	7.8	44.6*	-0.3
COc1cccc(CC(NC(C)=O)C(=O)NC2CCN(c3ncccc3[N+](=O)[O-])CC2)c1 (configuration not stated)	-0.1	0.2	9.0	0.0
CCNc1nc(Cl)nc(N2CCC(C)CC2)n1	0.0	-5.0	-3.9	0.1
COc1ccc(C2C(Br)=C(O)C(=O)N2c2ccccc2)cc1 (configuration not stated)	-0.1	7.1	8.0	0.6
O=C(O)c1ccccc1C(=O)Nc1ccc(Cl)cc1	0.4	13.6	-11.3	-0.2
CCCCOc1ccccc1NC(=O)C(C)N1C(=O)c2ccccc2C1=O (configuration not stated)	0.2	11.2	0.3	1.5
COc1ccc(C)cc1NC(=O)NNC(=O)C1(C)CC1(Cl)Cl (configuration not stated)	0.0	10.7	11.6	-0.4
CC(C)CCn1c(NC2CCCCC2)nc2c1c(=O)[nH]c(=O)n2C	-0.1	-15.3	-6.2	-0.9
CCc1ccc(C2=CC(c3ccc(Cl)cc3)n3nnnc3N2)cc1 (configuration not stated)	-0.2	5.7	6.2	1.7
CCN1C(=O)/C(=C2/c3ccccc3C=CN2CC)SC1=S	-0.3	12.6	-8.3	-0.1
Cc1cccc2cc(C#N)c(SCC(=O)Nc3ccc4c(c3)OCCO4)nc12	0.0	12.6	14.8	0.1
O=S(=O)(Nc1nnc(Cc2ccccc2)s1)c1ccc(Cl)cc1	1.2	2.1	13.4	0.0
CCOC(=O)C1=C(C)N=c2s/c(=C\c3ccc(I)o3)c(=O)n2C1c1ccccc1 (configuration not stated)	0.1	2.3	14.1	1.0
O=C(CN1CCN(c2ccc(F)cc2)CC1)Nc1ccc(Oc2ccccc2)cc1	-0.2	5.3	11.2	0.3
O=C(O)CC(NS(=O)(=O)c1cc(S(=O)(=O)NC(CC(=O)O)c2ccccc2)c2cccc3c2c1NC3=O)c1ccccc1 (configuration not stated)	-0.1	3.4	-6.6	0.8
CCOc1ccc2sc(NC(=O)C3C4C=CC(C4)C3C(=O)O)nc2c1 (configuration not stated)	0.6	9.2	18.9	0.1
Cc1ccc2cccc(OC(=O)c3ccc([N+](=O)[O-])cc3[N+](=O)[O-])c2n1	-0.2	11.5	1.5	-0.4
C=CCNC(=O)c1ccc(OC2CCN(S(=O)(=O)N(C)C)CC2)cc1	-0.1	11.8	-2.6	-0.4
COc1ccc(Nc2nc(OC)nc(N3CCOCC3)n2)cc1	-0.1	2.4	-16.7	-0.7
Cc1cc(/C=C2/SC(=S)N(CC(=O)O)C2=O)c(C)n1-c1cccnc1	0.1	10.7	9.2	-0.5
Cc1ccc(S(=O)(=O)N2CCN(C)CC2)cc1-c1nnc2c3ccccc3c(C)nn12	0.5	-27.1	-15.2	-0.6
COc1ccc(OCC(O)CN(CCO)Cc2ccccc2)cc1 (configuration not stated)	-0.1	-0.6	6.2	0.3
CN1CCN(Cc2cnn(-c3ccccc3F)c2)CC1CCO (configuration not stated)	0.1	17.3	3.0	-1.6
CC(=O)c1cccc(NC(=O)CSc2nc(C3CC3)nc3sc(C)c(C)c23)c1	-0.1	5.7	7.5	1.8
O=C(Cn1cnc([N+](=O)[O-])n1)NCCO	-0.1	-6.1	-4.6	-1.1
OCc1ccc(-c2nccnc2NCCCN2CCOCC2)cc1	0.1	7.8	5.4	0.7
N#Cc1ccc(-c2cnn3ccc(NCCO)nc23)cc1	-0.2	-15.0	10.6	0.9
O=C(Nc1ccc2oc(-c3ccc(Br)cc3)nc2c1)c1ccc(-c2cccc([N+](=O)[O-])c2)o1	0.0	7.4	1.8	-0.5
O=C(COC(=O)C12CC3CC(CC(O)(C3)C1)C2)Nc1cccc2nsnc12	-0.1	0.3	-9.3	0.1
COc1ccc(/C=N/N2C(=O)C3C4C=CC(C5CC45)C3C2=O)c(OC)c1 (configuration not stated)	-0.1	-0.3	-2.9	0.3
NS(=O)(=O)c1ccc(NC(=O)CCC2COc3ccccc3O2)cc1 (configuration not stated)	-0.1	-0.7	-5.4	2.2
COc1ccc(C)cc1NC(=O)c1sc2nc(C)nc(N(C)c3ccc(C(C)C)cc3)c2c1C	-0.2	-6.6	-8.8	0.3
Cc1ccsc1CN1CCc2nnc(C(C)NC(=O)CCc3ccccc3)n2CC1 (configuration not stated)	0.5	2.8	-0.5	-0.8
COc1ccc(C2CC(=O)C3=C(C2)NC(C)=C(C(=O)OCCc2ccccc2)C3c2ccccc2OC)cc1 (configuration not stated)	0.6	-9.8	4.2	-0.5
Cc1cccnc1NC(=O)C1(c2cccs2)CCOCC1	0.1	11.8	-2.5	-0.4
COc1ccc2ccccc2c1CN1CCc2nnc(C(C)NC(=O)C(C)C)n2CC1 (configuration not stated)	-0.1	-17.9	-7.9	1.9
COc1ccc(CCNC(=O)COc2ccccc2OC)cc1OC	0.0	2.4	-5.9	0.0
CCCN(CCC)CCN1C(=O)C2C(C(=O)Nc3cccc(OC)c3)C3C=CC2(O3)C1C(=O)NC1CCCCC1C (configuration not stated)	-0.1	2.9	7.7	0.0
COc1cc(OC)c(S(=O)(=O)NCc2ccccn2)cc1NC(C)=O	0.3	10.0	0.3	-0.9

Ordered by number of heavy atoms (ascending): 6 of the compounds above.
smiles	FBW7 act	MITF primary	TEAD-YAP block	GPR151 ag
COc1ccc(CCNC(=O)COc2ccccc2OC)cc1OC	0.0	2.4	-5.9	0.0
COc1ccc(/C=N/N2C(=O)C3C4C=CC(C5CC45)C3C2=O)c(OC)c1 (configuration not stated)	-0.1	-0.3	-2.9	0.3
Cc1ccsc1CN1CCc2nnc(C(C)NC(=O)CCc3ccccc3)n2CC1 (configuration not stated)	0.5	2.8	-0.5	-0.8
COc1ccc(C)cc1NC(=O)c1sc2nc(C)nc(N(C)c3ccc(C(C)C)cc3)c2c1C	-0.2	-6.6	-8.8	0.3
COc1ccc(C2CC(=O)C3=C(C2)NC(C)=C(C(=O)OCCc2ccccc2)C3c2ccccc2OC)cc1 (configuration not stated)	0.6	-9.8	4.2	-0.5
CCCN(CCC)CCN1C(=O)C2C(C(=O)Nc3cccc(OC)c3)C3C=CC2(O3)C1C(=O)NC1CCCCC1C (configuration not stated)	-0.1	2.9	7.7	0.0

Further structures follow.
smiles	FBW7 act	MITF primary	TEAD-YAP block	GPR151 ag
COc1cc(/C=C2/N=C(c3ccccc3)N(C)C2=O)cc(OC)c1OC	0.2	0.9	-1.5	0.7
COc1cc2c(cc1OC)C(COc1ccccc1OC)N(C(=O)C(C)Oc1ccccc1)CC2 (configuration not stated)	-0.2	4.5	-16.7	1.1
CCCCN(C1CCS(=O)(=O)C1)S(=O)(=O)c1ccc(F)cc1 (configuration not stated)	0.1	21.9	0.3	1.9
NS(=O)(=O)c1cc(Cl)c(Cl)cc1Cl	-0.1	9.8	11.6	-1.2
CCOC(=O)C1(C)C=C(Nc2ccc(Br)cc2)C(=O)N1c1ccc(Br)cc1 (configuration not stated)	0.0	0.6	1.8	0.6
Cc1cc(C)nc(NNC(=O)c2ccccc2O)n1	-0.5	-3.5	-1.4	1.9
COc1ccc(-c2cccc(C(=O)NCCO)c2)cn1	0.3	4.0	11.3	0.8
Cn1c(=O)c(-c2ccc3ccccc3n2)cc2ccccc21	0.2	-0.3	-53.4	-0.4
CCOC(=O)c1c(NC(=O)c2cc([N+](=O)[O-])ccc2N2CCOCC2)sc2c1CCCC2	0.0	6.7	2.7	0.1
CCOc1ccccc1C1C2=C(CC(c3ccc(OC)cc3)CC2=O)Nc2ccccc2N1C(=O)C(F)(F)F (configuration not stated)	0.0	-0.6	-14.5	1.9
COC(=O)/C(=C\N(C(C)C)C(C)C)[N+](=O)[O-]	-0.1	3.8	8.7	0.5
CCOC(=O)C1=C(CSc2nc(C)c(C)c(C)c2C#N)OC(N)=C(C#N)C1c1cccs1 (configuration not stated)	-0.1	-5.9	-2.4	-0.5
Cn1c(NC(=O)Nc2ccccc2Cl)cc2sccc21	0.1	11.0	15.4	0.1
CCOC(=O)C1(CCCc2ccccc2)CCN(C(=O)c2ccoc2C)CC1	0.0	7.2	-8.8	-0.1
O=C(NCCc1nnc2n1CCN(Cc1cc3ccccc3o1)CC2)c1ccco1	-0.1	9.0	-12.5	0.2
COc1ccc(/C(C)=N/NC(=O)c2cccc(Br)c2)cc1[N+](=O)[O-]	-0.1	-4.2	-18.8	-0.4
COc1ccc(CC(=O)NCCc2cc3c(OC)ccc(OC)c3[nH]c2=O)cc1	0.4	-1.4	-2.7	0.8
Cc1cc2nn(-c3ccccc3)nc2cc1NC(=O)c1ccc([N+](=O)[O-])cc1Cl	0.2	-15.3	4.6	-0.2
Cc1cc(=O)n2ncn(-c3ccccc3)c2c1C#N	0.1	6.4	-1.8	1.4
CCN1CCN(Cc2oc(CO)cc(=O)c2O)CC1	-0.1	0.3	1.6	1.3
COc1cccc2c3c([nH]c12)C1(CCN(CCC#N)CC1)N(C=O)CC3	-0.5	-15.4	5.9	0.3
CC(C)N(C(=O)Cc1ccc([N+](=O)[O-])cc1)C(C)C	-0.1	-2.8	4.5	0.2
COc1ccc(C2(C)SC(NC(C)=O)=NN2C(C)=O)cc1OC (configuration not stated)	-0.1	4.0	2.1	0.3
CCOC(=O)N1CCN(C(=O)CCC2(Cc3ccc(SC)cc3)CCC(=O)N2)CC1 (configuration not stated)	0.0	-0.6	-5.5	0.5
O=C(Nc1cccc(C(F)(F)F)c1)Nc1nnc(N2CCCC2)s1	-0.1	-0.5	-0.5	5.9*
NC(=O)[C@@H]1CCCN1C(=O)CCc1nnc(CCC2CCCCC2)o1	0.3	13.3	-11.3	0.1
COc1cc(NC(=O)c2csc(-c3ccc(N4CCN(C)CC4)cc3)n2)cc(OC)c1OC	-0.1	19.4	2.6	0.4
C1C[N+]2(CCN1)CC[N+]1(CCNCC1)CC2	0.1	-15.7	-4.0	2.1
CCn1c2ccccc2c2cc(C3Nc4ccccc4NC4=C3C(=O)CC(C)(C)C4)ccc21 (configuration not stated)	0.1	0.9	5.0	-1.6
CCC(=O)c1ccc(OCC(O)CN(CC)CC)cc1 (configuration not stated)	0.0	3.6	-8.1	0.0
Nc1nccc(-c2ccc3nc(C4COc5ccc(C(=O)NCc6cccnc6)cc5C4)[nH]c3c2)n1 (configuration not stated)	0.0	12.5	0.4	-1.2
COC(=O)c1ccc(NC(=O)C2CC(=O)N(C)C(=Nc3ccc4c(c3)OCO4)S2)cc1 (configuration not stated)	-0.1	0.7	8.0	0.9
Cc1ccc(S(=O)(=O)N2CC(=O)N(O)C2c2ccccc2)cc1 (configuration not stated)	0.2	15.3	3.1	-0.5
Cc1cc(-c2cnc(N3CCOCC3)nc2C2CCCN(C(=O)C(C)(C)C)C2)on1 (configuration not stated)	0.0	4.6	12.7	0.4
O=C(NCc1nc(-c2ccncc2)n[nH]1)C1CC1	-0.1	-7.8	-8.0	3.4
N#C/C(=C\c1c(Oc2ccccc2Cl)nc2ccccn2c1=O)C(=O)NCc1ccco1	-0.1	-5.8	7.8	-6.2
COc1ccc(CCNc2nc(Nc3ccc4ncccc4c3)ncc2C)cc1	0.1	19.9	33.4*	-0.6
CNC(=O)C1=C(C)NC(=S)NC1c1ccccc1 (configuration not stated)	-0.1	-6.6	-0.3	-2.0
CCCCCOC(=O)c1[nH]c2c(c1C)C(=O)C(C(=O)OC)C(C)C2 (configuration not stated)	0.9	-8.6	-37.6	-0.5
CC(=O)c1ccc(N2CCN(CC(=O)Nc3ccc(N4CCOCC4)cc3)CC2)cc1	0.0	7.5	-5.8	-1.4
Cc1cc(C)cc(NC(=O)N[C@H]2C[C@H]3C(=O)N[C@@H](CO)C(=O)N3C2)c1	-0.1	-0.3	0.7	-0.5

Screening results deposited in PubChem BioAssay by The Scripps Research Institute Molecular Screening Center.
